High-throughput results (PubChem)
M. tuberculosis GlmU: inhibition of mycobacterial GlmU enzyme – biochemical, glucosamine-1-phosphate acetyltransferase (AID 1376); M. tuberculosis GlmU acetyltransferase enzyme assay; higher % means a stronger effect; one-dose inhibition, %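 (tested at 30 µM in the primary screen)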; IC50 in µM for titrated hits; 0.25% of 220,000 active; in the data active means inhibition above about 13%; inconclusive means no clear call, values can overlap the other calls;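 further: 0% = complete reaction with vehicle and 100% = reaction without substrate; strong numbers were not always called active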
Mtb RmlCD inh: M. tuberculosis RmlC/RmlD inhibition. 0.03% of 160,000 active. RmlC+RmlD coupled enzyme assay, percent inhibition; primary screen in compound mixtures. AID 1533. inhibition, % at 3.6 µM; in the data active means inhibition mostly above about 34%, no sharp cut-off; inconclusive means no clear call, values can overlap the other calls; inactive means mostly below about 22%; further: some results filed as inactive read as strong as hits
Target sequence (P9WH09 whole entry, looked up): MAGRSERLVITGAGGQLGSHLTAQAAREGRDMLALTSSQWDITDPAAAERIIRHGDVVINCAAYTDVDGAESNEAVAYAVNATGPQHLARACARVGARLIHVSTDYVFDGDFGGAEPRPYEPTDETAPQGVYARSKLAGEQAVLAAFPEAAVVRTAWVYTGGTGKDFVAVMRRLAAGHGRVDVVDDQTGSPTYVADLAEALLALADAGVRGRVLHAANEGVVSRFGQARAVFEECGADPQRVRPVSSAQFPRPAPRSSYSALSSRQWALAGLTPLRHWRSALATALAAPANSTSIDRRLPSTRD
Target sequence (P9WH11 whole entry, looked up): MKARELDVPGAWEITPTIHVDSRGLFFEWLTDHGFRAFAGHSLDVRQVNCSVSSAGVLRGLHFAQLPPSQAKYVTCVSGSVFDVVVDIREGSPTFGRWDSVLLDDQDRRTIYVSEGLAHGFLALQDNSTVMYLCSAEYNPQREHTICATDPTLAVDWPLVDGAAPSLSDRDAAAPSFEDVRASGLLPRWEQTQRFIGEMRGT
Starred values were filed as active, the others as inactive; ? = inconclusive; . = no result given; & = joins results of further samples.

Start of the data: the first four entries, to show the layout:
The line under a structure holds: M. tuberculosis GlmU	Mtb RmlCD inh
O=C(CNC(=O)c1ccccc1)OCc1cc(=O)n2cc(Br)ccc2n1
    1.2%	.
O=C1OC(c2ccccc2)/C(=C(/O)c2ccc(Cl)cc2)C1=O (stereo unspecified)
    -0.2%	.
O=C(O)c1ccc(NC(=S)NC2CCCCC2)cc1
    1.3%	-4
CCNc1nc(NCC)nc(N/N=C/c2ccc([N+](=O)[O-])o2)n1
    0.1%	-6

All compounds of this part, previewed entries included:
The line under a structure holds: M. tuberculosis GlmU	Mtb RmlCD inh
O=C(CNC(=O)c1ccccc1)OCc1cc(=O)n2cc(Br)ccc2n1
    1.2%	.
O=C1OC(c2ccccc2)/C(=C(/O)c2ccc(Cl)cc2)C1=O (stereo unspecified)
    -0.2%	.
O=C(O)c1ccc(NC(=S)NC2CCCCC2)cc1
    1.3%	-4
CCNc1nc(NCC)nc(N/N=C/c2ccc([N+](=O)[O-])o2)n1
    0.1%	-6
COc1cccc(-c2nc(Cc3ccc(OC)c(OC)c3)no2)c1
    4.5%	.
CCOC(=O)c1ccc(COC(=O)c2ccc3c(c2)-c2ccccc2C3=O)cc1
    0.4%	.
CC(CN1CCNCC1)(NS(=O)(=O)c1ccccc1)c1ccccc1 (stereo unspecified)
    5.0%	-11
CCN(CC)CC(=O)NN=C(c1ccccc1)c1ccccc1
    -0.8%	.
Oc1ccc(Br)cc1/C=N/N1CCCCC1
    -1.4%	5
CC1CCN(C(=O)COC(=O)c2ccc(Br)o2)CC1
    -1.3%	.
COc1ccc(CC(=O)c2c(O)cc(O)cc2O)cc1OC
    0.6%	.
COc1ccc(CNS(=O)(=O)c2cc(OCC(N)=O)c(C)cc2Cl)cc1
    -3.9%	20
O=C1CCCN1CCCNC(=S)Nc1ccc(Nc2ccccc2)cc1
    3.4%	8
CC(C)Sc1nc(N2CCOCC2)c2c(c1C#N)CC(C)(C)N(C)C2
    4.5%	8
C/C(CC(=O)Nc1cccc(C(F)(F)F)c1)=N/NC(=O)C(=O)NCCO
    2.2%	-14
O=C(CCc1nc(-c2ccccc2)c(-c2ccccc2)o1)OCc1ccc(Cl)cc1
    -8.0%	.
Cc1ccc(S(=O)(=O)N(CC(=O)N=Nc2c(O)[nH]c3ccccc23)c2cccc(C)c2)cc1
    2.8%	.
O=C(CCC1CCCN(C(=O)c2cccs2)C1)N1CCN(c2ccccn2)CC1 (stereo unspecified)
    0.0%	19
COC(=O)CCN(C(=O)C12CC3CC(CC(C3)C1)C2)c1ccccn1
    -0.2%	49
O=C(OC(C(=O)NCC1CCCO1)c1ccc(F)cc1)c1ccco1 (stereo unspecified)
    2.9%	31

The list goes on:
The line under a structure holds: M. tuberculosis GlmU	Mtb RmlCD inh
CNC(=O)c1ccc(N(Cc2ccccc2)S(C)(=O)=O)cc1
    1.2%	0
Cc1ccc(C(=O)OCC(=O)Nc2c(Cl)cc(S(N)(=O)=O)cc2Cl)o1
    1.2%	18
COc1ccccc1CN(CC(=O)NCc1ccco1)C(=O)CNS(=O)(=O)c1ccccc1
    -3.5%	.
COc1ccc(Nc2oc(COc3ccc(C)cc3)nc2C#N)cc1
    -4.0%	-4
CCOC(=O)c1c(C)c(C(=O)NCCCOC(C)C)c(C)n1C
    -4.8%	.
Cc1nnsc1C(=O)NNc1c(Cl)cccc1Cl
    -3.0%	3
O=C(NCCc1ccccc1)C1CCCN1C(=O)NCc1ccccc1 (stereo unspecified)
    1.0%	-6
CCC(=O)N1CCN(c2ccc(Cl)cc2NC(=O)c2ccc(N3CCCC3)c([N+](=O)[O-])c2)CC1
    2.0%	-8
O=c1cc(CN2CCN(c3cccc(C(F)(F)F)c3)CC2)nc2sccn12
    1.1%	-9
Brc1ccc(CN2CCN(c3ccccn3)CC2)s1
    5.8%	7
Cc1cc(Cl)ccc1C(=O)C1CCCN(C(=O)c2snnc2C)C1 (stereo unspecified)
    2.9%	5
O=C(NCc1ccccc1)NC12CC3CC(CC(C3)C1)C2
    -3.5%	-10
O=C(O)CC/C(=N\NC(=O)c1ccccc1Br)c1ccccc1
    10%	5
Cc1cc(Cl)ccc1OC(C)c1nnc(N)s1 (stereo unspecified)
    2.6%	3
COc1ccc(C2=NOC(C(=O)NCc3cccs3)C2)cc1 (stereo unspecified)
    -3.6%	-8
CC(C)Nc1nc2c(c(=O)n(C)c(=O)n2C)n1C
    2.8%	1
O=C(Cn1nnc(-c2cccs2)n1)N1CCc2ccccc2C1
    0.3%	-2
CCC(CC)C(=O)Nc1cccc(-c2nc3ccccc3o2)c1
    4.5%	0
CC(=O)N1CCC(N(C(=O)Nc2c(F)cccc2F)C(C)C)CC1
    2.9%	.
O=C(/C=C/c1ccc(Br)cc1)NC(=S)Nc1ccc(S(=O)(=O)Nc2nccs2)cc1
    -0.3%	-10

(listing goes on)
The line under a structure holds: M. tuberculosis GlmU	Mtb RmlCD inh
C=COCCNC(=S)Nc1ccccc1
    -2.6%	3
O=C(OCC(=O)N1CCc2ccccc2C1)c1cccs1
    5.3%	-6
COc1ccc(C(=O)Nc2ccccc2NC(=O)c2ccco2)cc1OC
    1.1%	.
CC(C)c1ccccc1NC(=S)NCc1ccccc1F
    -3.2%	4
CC(C)(C)C(=O)[C@H]1[C@H](c2ccccc2)[C@@]2(N=C(c3ccccc3)OC2=O)C2c3ccccc3C=NN21 (stereo partly specified)
    -0.1%	.
Cn1c2c(c(=O)n(C)c1=O)[C@@H]1c3c(ccc4ccccc34)OC[C@@H]1CO2
    -3.3%	50
COc1cc(C(=O)NCCSc2ccc(Br)cc2)cc(OC)c1OC
    -3.2%	44
CCOc1ccc(OCCSc2nc(-c3ccccc3)cc(=O)[nH]2)cc1
    3.9%	-13
O=C(CN1C(=O)C2CC=CCC2C1=O)Nc1ccc(S(=O)(=O)N2CCOCC2)cc1 (stereo unspecified)
    -4.0%	-12
COC(=O)C1=C(O)/C(=C\c2cc(C)n(-c3ccc(F)cc3)c2C)N=C1C
    -5.6%	-8
CC1(C)c2ccccc2-c2nc3ccccc3cc2C1O (stereo unspecified)
    -1.7%	5
O=c1oc2cc(OCc3c(F)c(F)c(F)c(F)c3F)ccc2cc1-c1ccccn1
    0.4%	18
O=C(CN1CCc2ccccc2C1)Nc1cc(S(=O)(=O)N2CCOCC2)ccc1N1CCOCC1
    1.5%	7
CC(=C/c1ccco1)/C=N/NC(=O)c1nnn(-c2nonc2N)c1CN(C)C
    4.0%	3
COc1ccc(-c2noc3c2-c2nc(-c4ccc(C)cc4)sc2CC3)cc1
    6.6%	.
O=C(Cc1cccs1)Nc1ccc(-c2nc3ccccc3[nH]2)cc1
    -1.6%	.
CCOC(=O)/C=C/C(=O)Nc1ccccc1-c1ccccc1NC(=O)/C=C/C(=O)OCC
    2.7%	-10
CCNC(=S)N1CCN(c2cccc(C(F)(F)F)c2)CC1
    -0.2%	-11
COc1ccc(C(=O)/C(C)=N/O)cc1OC
    4.5%	11
O=C(O)C1=C[C@@H](c2csc3ccccc23)C[C@@H](OCc2ccc(CO)cc2)O1
    3.9%	.

The list goes on:
The line under a structure holds: M. tuberculosis GlmU	Mtb RmlCD inh
Cc1[nH]n(C2=NCCS2)c(=O)c1N=Nc1ccccc1
    5.0%	-1
CCc1cc2cc(C(=O)Nc3ccccc3F)sc2s1
    -3.6%	.
Cc1cc(C(=O)NCc2cc(C)n(C)n2)sc1-c1ccccc1
    -2.7%	6
COc1ccc(CCNc2oc(-c3ccccc3OC)nc2C#N)cc1OC
    -2.1%	4
CCOc1ccc(NCc2nnc(SCc3ccc(Cl)cc3)n2-c2ccccc2)cc1
    -3.5%	.
Cc1ccc(C(=O)Nc2ccc(CN3CCCCC3)cc2)c(C)c1
    -5.5%	3
CCCCCCCCCCCCN1C(=O)CSC1c1cccnc1 (stereo unspecified)
    .	109
COC(=O)CSc1ncnc2c(C)csc12
    -0.2%	20
CCN(CC)CCNC(=O)c1cc(Sc2nnc(C)s2)nc2ccccc12
    0.6%	7
CC(C)(C)c1ccc(CS(=O)(=O)CC2(O)CCN(C(=O)c3cccc(C(F)(F)F)c3)CC2)cc1
    3.9%	5
O=C(COC(=O)CCC1CCCCC1)Nc1ccc(OC(F)F)cc1
    3.1%	-4
COc1ccc(N2C(=O)CCC(C(=O)c3ccccc3)=C2C)cc1
    7.9%	-5
COCCNC(=O)CSc1nccn1Cc1ccc2c(c1)OCO2
    2.8%	7
CC(=O)Nc1cccc(-c2nnc(-c3ccccc3)o2)c1
    8.8%	6
Cc1[nH]n(-c2ccccc2)c(=O)c1C=Nc1ccc(S(=O)(=O)Nc2nccs2)cc1
    3.9%	-8
CCCC(=O)Nc1cccc(-c2cn3ccsc3n2)c1
    3.0%	1
CC(=O)Nc1ccc(OCC(O)Cn2cnc3ccccc32)cc1 (stereo unspecified)
    -1.4%	.
COc1ccccc1NC(=O)CSc1nnc(-c2ccc(NC(C)=O)cc2)n1C
    -0.4%	.
CCOc1cc(C2CC(=O)NC3=C2C(=O)C(C(=O)OC)C(C)C3)cc(Cl)c1O (stereo unspecified)
    2.6%	6
CCn1cc(C(=O)NCc2ccc(Cl)cc2)c(=O)c2cc(S(=O)(=O)N3CCOCC3)ccc21
    2.6%&-3.1%	-4

A second format for 3 compounds above.
CC(CN1CCNCC1)(NS(=O)(=O)c1ccccc1)c1ccccc1 (stereo unspecified)
  M. tuberculosis GlmU = 5.0%
  Mtb RmlCD inh = -11

O=C(O)CC/C(=N\NC(=O)c1ccccc1Br)c1ccccc1
  M. tuberculosis GlmU = 10%
  Mtb RmlCD inh = 5

O=C(Cc1cccs1)Nc1ccc(-c2nc3ccccc3[nH]2)cc1
  M. tuberculosis GlmU = -1.6%
  Mtb RmlCD inh = .

Profiles, quoted from the list. Screens in order: M. tuberculosis GlmU	Mtb RmlCD inh
Cc1[nH]n(-c2ccccc2)c(=O)c1C=Nc1ccc(S(=O)(=O)Nc2nccs2)cc1 as listed: 3.9%	-8
CC(C)(C)c1ccc(CS(=O)(=O)CC2(O)CCN(C(=O)c3cccc(C(F)(F)F)c3)CC2)cc1 as listed: 3.9%	5
CCOc1ccc(NCc2nnc(SCc3ccc(Cl)cc3)n2-c2ccccc2)cc1 as listed: -3.5%	.
COc1ccc(N2C(=O)CCC(C(=O)c3ccccc3)=C2C)cc1 as listed: 7.9%	-5

(further entries)
The line under a structure holds: M. tuberculosis GlmU	Mtb RmlCD inh
CC(C)N(CCCNC(=O)CC1Oc2ccccc2NC1=O)Cc1ccccc1 (stereo unspecified)
    0.1%	.
O=S(=O)(/C=C/c1ccccc1)N1CCN(Cc2ccc3c(c2)OCO3)CC1
    -1.9%	-38
CCc1ccc(C2=NN(CCC(=O)NCc3cccs3)C(=O)CC2)cc1
    -6.0%	-7
COc1ccccc1NC(=O)C(=O)N/N=C(\C)CC(=O)Nc1ccc(OCc2ccccc2)cc1
    -1.6%	9
O=C(Nc1ccc(Cl)cc1)c1ccc2nsnc2c1
    4.0%	-6
Cc1cc(Cl)n2c(nc3cc(F)c(F)cc32)c1C#N
    3.1%	-11
COc1ccc(NS(=O)(=O)c2cc(NC(=O)C3CCCO3)ccc2N2CCCCC2)cc1 (stereo unspecified)
    6.6%	16
O=C(CCNc1cccc(C(F)(F)F)c1)c1ccco1
    -2.0%	.
O=C(NCCc1ccccc1)c1ccc2nccnc2c1
    -9.2%	-9
COc1cc2c(cc1OC)-c1nnc(C)n1C1(CCCC1)C2
    -2.3%	7
CC(=O)N1CCN(c2ccc(NCc3ccc(C(C)C)cc3)cc2)CC1
    -3.6%	-5
CN(C)c1ncc(/C=C2/C(=O)NC(=S)N(C3CCCCC3)C2=O)cn1
    1.4%	0
COCCCn1c(=NC(=O)c2ccncc2)c(C#N)cc2c(=O)n3cccc(C)c3nc21
    7.7%	?
CC(C(=O)NC1=NCCS1)N1C(=O)C2CC=CCC2C1=O (stereo unspecified)
    .	-4
Cc1cc(-c2n[nH]c(=S)n2/N=C/c2cccs2)n[nH]1
    4.5%	-5
Cc1nccn1CC(O)COc1ccccc1 (stereo unspecified)
    -1.0%	-5
CCOc1cccc(C(=O)Nc2cccc(-c3nc4ncccc4o3)c2C)c1
    -2.4%	8
Cc1cccc(C(=O)Nc2sc3c(c2C(=O)O)CCC3)c1
    3.7%	.
CCN1/C(=C2/SC(=S)NC2=O)Sc2ccccc21
    -5.1%	-6
Cn1c(/C=N/Nc2nc3ccccc3[nH]2)nc2ccccc21
    5.2%	-8

Carrying on.
The line under a structure holds: M. tuberculosis GlmU	Mtb RmlCD inh
Cc1cc2c3c(c1)C(C)CC(C)(C)N3C(=O)C2=C(C#N)C#N (stereo unspecified)
    2.5%	9
COC(=O)c1cc(NC(=O)/C=C/c2ccccc2)ccc1O
    -5.8%	-4
O=c1ccc(-c2ccc([N+](=O)[O-])cc2)nn1-c1ccccc1
    1.6%	-5
c1ccc(C2C/C(=N\N3CCOCC3)c3ccccc3O2)cc1 (stereo unspecified)
    -2.6%	3
Cc1ccc(Oc2ccc(OCC(=O)NC(C)C(=O)O)cc2)cc1 (stereo unspecified)
    9.6%	.
CC(C)n1c(Oc2ccc(F)cc2)nc2c1c(=O)n(C)c(=O)n2C
    1.2%	4
CCOC(=O)c1c(NC(=O)CSc2nc3ccccc3s2)sc(C(C)=O)c1C
    -4.6%	.
CCNC(=O)CON=C1c2ccccc2-c2ccccc21
    -4.2%	?
COc1ccc(OC)c(CN(CCN2CCOCC2)C(=O)Nc2ccccc2)c1
    1.1%	9
Cc1ccc(-c2cn3cc(C)ccc3n2)cc1
    1.4%	-13
Oc1cc(Br)ccc1C=Nc1ccc(N2CCCCC2)cc1
    2.8%	-8
COc1ccc(OC)c(C(=O)CSc2nccc(-c3ccc(Br)cc3)n2)c1
    -0.8%	20
COC(=O)Cc1[nH]nc2c1C(c1c[nH]c3ccccc13)C(C#N)=C(N)O2 (stereo unspecified)
    8.7%	10
Cn1cnc(S(=O)(=O)Nc2ccc(OC(F)F)cc2)c1
    7.0%	10

Some of the compounds tested (hit frequency here may not be typical).
